Screens (PubChem BioAssay)
HIV fusion peptide = inhibitors of HIV fusion peptide binding, primary screen, biochemical, uHTS, fluorescence dequenching (AID 1986); cell-free peptide binding, fluorescence dequenching, 30 min; higher % means a stronger effect; hit rate 0.3% among 290,000; inhibition, % at 20 µM; hits with a dose series show IC50 in µM; in the data active = inhibition mostly above about 52%, no sharp cut-off; inactive = mostly below about 76%; also: some results filed as inactive read as strong as hits
NS5 inhibitors = Dengue-2 NS5 methyltransferase inhibitors, primary screen, biochemical, confirmation dose response (AID 588689); Genome polyprotein (Dengue virus type 2 (strain 16681-PDK53)); Dengue-2 NS5 methyltransferase capping enzyme assay, biochemical; higher % means a stronger effect; one-dose inhibition, % at 25 µM; IC50 in µM for titrated hits; hit rate 0.3% among 340,000; in the data active = a potency from the dose series; inconclusive = inhibition above about 29% without an active follow-up result
LYP phosphatase = inhibitors of LYP phosphatase, biochemical, fluorescence intensity, uHTS (AID 1779) | recombinant LYP phosphatase, fluorescence intensity; higher % means a stronger effect | hit rate 0.054% among 290,000 | inhibition, % at 11.5 µM, or IC50 in µM where a hit was titrated; in the data active = inhibition above about 50%;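 also: plate controls were vehicle with enzyme for no effect and no enzyme for full effect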
SIAH1 antagonists = Siah-1 peptide-binding antagonists, primary screen, biochemical, fluorescence polarization, rhodamine-plectin, uHTS (AID 1817); Siah-1 / rhodamine-plectin peptide fluorescence polarization; higher % means a stronger effect; hit rate 0.02% among 290,000; one-dose displacement, % at 20 µM; IC50 in µM for titrated hits; E3 ubiquitin-protein ligase SIAH1 (Homo sapiens);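 active = displacement of at least 50% at 20 µM, with a fluorescence ratio check between 0.3 and a set limit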;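 also: plate controls were Siah plus tracer with DMSO for no effect and tracer alone without Siah for full effect; strong numbers were not always called active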
Large T inhibition = SV40 large T antigen inhibitors, biochemical (AID 1903) | hit rate 0.39% among 310,000 | SV40 large T antigen ATPase/helicase inhibition assay; higher % means a stronger effect | inhibition, % at 20 µM; hits with a dose series show IC50 in µM; in the data active = a potency from the dose series; inconclusive = inhibition mostly from about 32% at the one dose, without a potency; inactive = the rest, 99 in 100 with inhibition below about 32%; also: strong numbers were not always called active
RSV CPE inhibition = RSV antiviral activity via CPE protection, HEp-2 cells, primary 10 µM value included (AID 2391). HEp-2 cells, RSV-induced CPE inhibition; higher % means a stronger effect. CPE inhibition, % at 10 µM, or IC50 in µM where a hit was titrated. hit rate 0.13% among 310,000; in the data active = a potency from the dose series; inconclusive = CPE inhibition mostly from about 23% at the one dose, without a potency; inactive = the rest, 99 in 100 with CPE inhibition below about 21%; also: strong numbers were not always called active
Rac1 GTP hydrolysis = MgcRacGAP GTPase-activating activity inhibitors, confirmation, biochemical, ADP Hunter fluorescence. Rac GTPase-activating protein 1 (Homo sapiens). MgcRacGAP-stimulated Rac1 GTP hydrolysis, ADP Hunter fluorescence; higher % means a stronger effect; GST-tagged Rac1 F28L mutant substrate. one-dose inhibition, % at 30 µM; IC50 in µM for titrated hits. hit rate 0.6% among 340,000;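 active = first-screen hits whose inhibition reached a set limit at any dose in the follow-up dose series; inconclusive = inhibition above the set first-screen limit but never retested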;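 also: fluorescence reports GDP produced by GAP-driven GTP hydrolysis; strong numbers were not always called active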
AID2073 = inhibitors of Mint1-CaV2.2 protein interaction, biochemical, HTRF (AID 2073). HTRF protein-protein interaction, Mint1-CaV2.2; higher % means a stronger effect. hit rate 0.19% among 290,000. Voltage-dependent N-type calcium channel subunit alpha-1B (Homo sapiens). inhibition, % at 20 µM, or IC50 in µM where a hit was titrated; in the data active = inhibition mostly above about 51%, no sharp cut-off; inconclusive = no clear call, values can overlap the other calls; inactive = mostly below about 53%; also: some results filed as inactive read as strong as hits
XIAP displacement = XIAP antagonists, biochemical, IAP family, fluorescence polarization (AID 1018); E3 ubiquitin-protein ligase XIAP (Homo sapiens); XIAP BIR domain, fluorescence polarization peptide displacement; higher % means a stronger effect; one-dose displacement, % at 20 µM; IC50 in µM for titrated hits; hit rate 0.007% among 200,000; in the data active = displacement above about 50%; also: a part of the inactive calls stands beside numbers as strong as those of hits
NS5 inhibitors pilot replicate = also measured in NS5 inhibitors; calls as there; inhibition, %; measured here: pilot screen replicate inhibition
Numbers without * were called inactive; ? = inconclusive; / = not tested or not shown.

SMILES	HIV fusion peptide	NS5 inhibitors	LYP phosphatase	SIAH1 antagonists	Large T inhibition	RSV CPE inhibition	Rac1 GTP hydrolysis	AID2073	XIAP displacement	others
CC1CCN(C(=O)CSc2ccc(-c3ccc4c(c3)OCCO4)nn2)CC1	-0.7%	-7%	-1%	0%	2%	3.1%	6%	-1%	/
Cc1nc2ccc([N+](=O)[O-])cc2c(=O)n1Cc1ccc(F)cc1	-1.0%	3%	-3%	7%	12%	4.5%	10%	5%	/
N#Cc1c(-c2ccc(Cl)cc2)cc(-c2cccs2)nc1SCC(=O)O	58%	13%	26%	34%	11%	11%	13%	6%	/
COc1nc(NCCN2CCOCC2)nc(Nc2ccc([N+](=O)[O-])cc2)n1	-1.6%	2%	0%	3%	3%	/	5%	-33%	-4.8%
CCCC(=O)N1c2ccccc2[C@@H](N(C(C)=O)c2ccccc2)C[C@H]1C	-1.5%	3%	-6%	2%	-5%	-0.5%	9%	-7%	-8.6%
O=C(NCC(c1ccco1)N1CCc2ccccc2C1)c1ccc(Cl)cc1 (stereo not drawn)	/	-3%	/	/	21%	-1.0%	2%	/	/
Cc1cc2n(n1)C(c1cn(-c3ccccc3)nc1C)Nc1ccccc1-2 (stereo not drawn)	0.9%	-2%	-3%	0%	12%	7.0%	-1%	9%	-6.4%	NS5 inhibitors pilot replicate=-1.4
CC(C)(C)n1ncc2c(=O)n(CC(=O)NCc3ccccc3)cnc21	0.5%	0%	-7%	0%	1%	0.6%	0%	-2%	-0.9%
CCOC(=O)C1CCCN(c2c(NCCCN(CC)c3ccccc3)c(=O)c2=O)C1 (stereo not drawn)	-0.8%	-1%	-7%	10%	18%	1.3%	11%	-11%	-1.3%
O=C(NNC1CC(=O)N(c2cccc(Cl)c2)C1=O)c1cccs1 (stereo not drawn)	12%	4%	-6%	2%	8%	1.7%	-6%	39%	-6.6%
CC(C)c1ccc(NC(=O)c2cc(S(=O)(=O)N3CCCC3)c[nH]2)cc1	0.1%	1%	-6%	8%	/	3.3%	-1%	15%	/
Cc1nccc(-c2cc(-c3ccc(Cl)cc3Cl)no2)n1	0.8%	-5%	-4%	0%	7%	8.1%	-3%	0%	/
Cc1ccc(S(=O)(=O)NCCCN(C)C)cc1	0.0%	-5%	-14%	0%	-9%	-0.8%	7%	4%	-3.2%
O=C(CN1CCN(C(c2ccccc2)c2ccccc2)CC1)N1N=CCC1c1ccccc1 (stereo not drawn)	2.0%	7%	-6%	4%	6%	/	18%	2%	/
COc1ccccc1NC(=O)N1CCCC1	-0.9%	0%	-7%	-4%	4%	2.0%	3%	-16%	2.2%
COC(=O)c1sc(NC(=O)COc2ccc(C)cc2)nc1C	-1.1%	0%	-6%	1%	5%	3.4%	6%	25%	-2.7%
CCOC(=O)/C(C)=N/NC(=O)c1ccc([N+](=O)[O-])cc1	-1.1%	4%	0%	-3%	10%	0.2%	11%	0%	-3.8%
CCCn1c(O)c(N=NC(=O)c2cccnc2)c2cc(Br)ccc21	-1.8%	0%	-3%	-2%	3%	-2.3%	-4%	5%	/
O=C(NC(C(=O)O)c1ccccc1)c1ccc(S(=O)(=O)N2CCOCC2)cc1 (stereo not drawn)	1.7%	-3%	-2%	3%	2%	0.1%	-3%	7%	-0.3%
O=C(Nc1ccncc1)Nc1ccc(Cl)cc1	1.1%	-12%	1%	1%	10%	1.4%	0%	10%	/
CC(=O)Nc1ccc(/C=C/c2nc(-c3ccccc3O)n[nH]2)cc1	-3.9%	-4%	-6%	-5%	6%	0.5%	6%	21%	/
O=C1NC2(CCCCO2)CO1 (stereo not drawn)	0.3%	6%	-11%	-3%	14%	1.4%	5%	11%	/
Cn1nc(-c2ccccc2)cc1NC(=O)CCCC(=O)O	-1.5%	5%	-8%	-5%	4%	2.4%	-4%	3%	/
CC(OC(=O)c1ccncc1)C(=O)NC1CCCC1 (stereo not drawn)	1.6%	-1%	-4%	2%	6%	-0.6%	2%	-6%	2.0%
Cc1cccc(C)c1-n1nnnc1C1(Nc2ccccc2)CCCCC1	-2.4%	5%	-4%	-1%	-3%	?	9%	1%	2.5%

Following part
SMILES	HIV fusion peptide	NS5 inhibitors	LYP phosphatase	SIAH1 antagonists	Large T inhibition	RSV CPE inhibition	Rac1 GTP hydrolysis	AID2073	XIAP displacement	others
Cc1ccc(-n2nc3c(=O)n(CCCC(=O)NCc4ccccc4C)nc(C)c3c2C)cc1	-1.1%	-2%	-5%	-2%	8%	39%	-16%	6%	/
Cc1ccccc1OCC1Cn2c(nc3c2c(=O)[nH]c(=O)n3C)O1 (stereo not drawn)	-1.9%	3%	-13%	-4%	9%	0.9%	3%	6%	-3.3%
COc1ccccc1-n1cnc2cc(C(=O)NCCCN3CCOCC3)ccc21	2.6%	/	-2%	1%	2%	0.5%	13%	8%	-3.2%
Cc1c(NS(=O)(=O)c2ccc(C(=O)NCc3ccccc3)cc2)c(=O)n(-c2ccccc2)n1C	-1.2%	-8%	-5%	1%	7%	-0.2%	5%	2%	-5.4%
COc1ccc(S(=O)(=O)N2CCN(CCCOc3ccc(F)cc3)CC2)cc1OC	-2.3%	-2%	-17%	-1%	3%	9.6%	4%	-2%	/
O=C(CNC(=O)c1cccc(Br)c1)N/N=C/c1cn[nH]c1-c1ccccc1	-1.3%	-7%	-8%	3%	8%	0.6%	9%	-5%	1.0%
COc1ccc(-c2ccc(SCC(=O)Nc3cc(C)on3)nn2)cc1OC	-0.8%	-6%	-2%	5%	15%	0.9%	9%	4%	0.3%
O=C1CSC(c2cn(-c3ccccc3)nc2-c2cccs2)N1Cc1ccccc1 (stereo not drawn)	-1.2%	/	6%	-2%	0%	3.6%	/	-2%	-5.3%
CC1=C([N+](=O)[O-])C(c2cccc(Br)c2)C2=C(N1)c1ccccc1C2=O (stereo not drawn)	8.4%	11%	0%	0%	22%	9.3%	5%	-6%	-3.6%	NS5 inhibitors pilot replicate=1.5
O=S(=O)(c1ccc(F)cc1)N1CCN(S(=O)(=O)c2cccs2)CC1	1.0%	3%	1%	4%	24%	1.2%	2%	18%	/
CC(C)CN1C(=O)/C(=C/c2cccs2)NC1=S	2.3%	5%	-4%	6%	8%	0.2%	7%	-9%	-6.3%
COc1ccc(-c2cc(-c3ccc(OC)cc3)[nH]n2)cc1	17%	-5%	0%	1%	9%	?	6%	-6%	0.3%
COc1cc(NC(=O)C2C3C=CC(C3)C2C(=O)O)c(OC)cc1Cl (stereo not drawn)	0.2%	-5%	3%	2%	/	-1.3%	12%	-19%	-4.0%
CC(=O)N1CCC(N(CCN2CCOCC2)C(=S)Nc2c(C)cccc2C)CC1	3.0%	-1%	-4%	12%	10%	1.3%	2%	-6%	-20%
CN1CCN(c2cc(=O)n(Cc3ccc(F)cc3)c(=O)[nH]2)CC1	-1.9%	-2%	-1%	-5%	1%	3.5%	-3%	1%	-3.6%
CC(=O)N1CCN(c2ccc(NC(=O)c3ccc([N+](=O)[O-])cc3Cl)cc2)CC1	-2.5%	-3%	-5%	4%	4%	5.7%	-6%	3%	/
O=C(O)C(NS(=O)(=O)c1ccc(F)cc1)c1ccccc1 (stereo not drawn)	1.0%	-2%	-5%	6%	0%	-0.2%	5%	11%	-3.7%
CN=c1scc(-c2c[nH]c3ccccc23)n1C	-1.1%	2%	1%	6%	3%	/	5%	-11%	-10%
Cc1ccc(S(=O)(=O)N2CCOCC2)cc1NC(=O)COC(=O)c1ccc2c(c1)OCCO2	0.1%	0%	-5%	-9%	14%	0.6%	2%	-4%	-9.8%
C=C(c1ccccc1)c1ccc(N(C)C)cc1	-2.2%	-4%	-3%	4%	10%	1.1%	10%	-16%	/
Cc1ccc(N=C2SCCCN2C(=O)c2cccc(N3C(=O)CCC3=O)c2)cc1Cl	/	5%	/	/	4%	-1.3%	1%	/	/
O=C(CC(O)(c1ccccc1)C(F)(F)C(F)F)c1cccs1 (stereo not drawn)	-0.7%	-1%	-5%	2%	1%	-0.6%	3%	-3%	-3.6%
CC(C)OC(=O)C1C(=O)CC(C)(O)C(C(=O)OC(C)C)C1c1ccc([N+](=O)[O-])cc1 (stereo not drawn)	-0.8%	-4%	-6%	1%	8%	2.0%	8%	5%	-3.5%
C[C@]1(C2CCCC2)Cc2cc(OCC(=O)O)c(Cl)c(Cl)c2C1=O	/	-3%	/	/	14%	2.0%	6%	/	/
S=C1NCCOCCOCCOCCNC(=S)NCCOCCOCCOCCN1	-0.6%	-2%	-5%	2%	5%	2.0%	4%	-10%	-1.1%

Some of these compounds in order of count of non-hydrogen atoms, lowest first:
SMILES	HIV fusion peptide	NS5 inhibitors	LYP phosphatase	SIAH1 antagonists	Large T inhibition	RSV CPE inhibition	Rac1 GTP hydrolysis	AID2073	XIAP displacement	others
COc1cc(NC(=O)C2C3C=CC(C3)C2C(=O)O)c(OC)cc1Cl (stereo not drawn)	0.2%	-5%	3%	2%	/	-1.3%	12%	-19%	-4.0%
O=C(CNC(=O)c1cccc(Br)c1)N/N=C/c1cn[nH]c1-c1ccccc1	-1.3%	-7%	-8%	3%	8%	0.6%	9%	-5%	1.0%
CC(=O)N1CCN(c2ccc(NC(=O)c3ccc([N+](=O)[O-])cc3Cl)cc2)CC1	-2.5%	-3%	-5%	4%	4%	5.7%	-6%	3%	/

(continued)
SMILES	HIV fusion peptide	NS5 inhibitors	LYP phosphatase	SIAH1 antagonists	Large T inhibition	RSV CPE inhibition	Rac1 GTP hydrolysis	AID2073	XIAP displacement	others
Clc1ccc2nc(CSc3nncn3-c3ccccc3)cn2c1	0.3%	1%	-6%	0%	18%	4.4%	6%	1%	-3.5%
CCOC(=O)c1c(C)[nH]c(C(=O)CN2C(=O)NC(C)(c3ccc(C)cc3)C2=O)c1C (stereo not drawn)	0.6%	3%	1%	1%	-2%	10%	8%	-6%	-6.0%
CC1CCN(Cc2cc(=O)oc3ccc(C(C)C)cc23)CC1	-0.4%	2%	-8%	-2%	8%	3.1%	5%	2%	/
COc1cccc(N2CCN(Cc3cccnc3)CC2)c1	7.2%	-9%	-15%	6%	4%	-0.6%	20%	46%	2.7%
O=C(Cn1c(=O)sc2ccccc21)Nc1ccccc1C(=O)O	1.1%	2%	-13%	-2%	2%	1.3%	4%	-1%	1.0%
CN(CCc1ccccn1)S(=O)(=O)c1ccc2c3c(cccc13)C(=O)N2	-0.2%	0%	-3%	4%	-6%	0.8%	5%	41%	-7.4%
CN(C)S(=O)(=O)c1ccc(Cl)c(C(=O)Nc2ccc(S(=O)(=O)N3CCOCC3)cc2)c1	3.4%	-16%	-8%	-5%	9%	12%	5%	-7%	/
Cc1ccc(-c2nc(N)sc2CC(=O)OCC(=O)NCC2CCCO2)cc1 (stereo not drawn)	30%	-7%	-5%	2%	-1%	1.3%	6%	-17%	-12%
CCCc1ccc(OCCNC(=O)c2ccccc2Br)cc1	-0.8%	-4%	-10%	0%	4%	7.7%	-2%	11%	/
